NALP1 inh: NALP1 inhibition | S. cerevisiae NALP1/ASC/caspase-1 growth, X-gal OD620, 72 h | inhibition, % at 10 µM | actives 0.61% (n = 280,000); in the data active = inhibition mostly above about 24%, no sharp cut-off; inactive = mostly below about 32%; also: some compounds called inactive have numbers as strong as hits
IDE inh: cellular human IDE inhibition; HEK cells, FAbetaB cleavage, fluorescence polarization; inhibition, % at 5.59 µM; AID 434962; actives 0.41% (n = 320,000);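 active = percent inhibition above the average of all tested compounds plus 3 SD, set per screening campaign, cut at about 16% in these data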;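 also: IDE supplied by intact live HEK cells; FP after avidin binding of uncleaved biotin substrate so inhibition keeps polarization high; 0% = DMSO wells and 100% = 60 µM reference IDE inhibitor Ii1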
UBC9 SUMO inh: SUMOylation inhibition | P63279 | HTRF SUMOylation assay, SAE1/SAE2 + UBC9, in vitro | inhibition, % at 35 µM | actives 0.36% (n = 290,000) | AID 2006; in the data active = inhibition above about 50%, passing the limit was not always enough; also: strong numbers were not always called active
Target sequence (P63279 whole entry, looked up): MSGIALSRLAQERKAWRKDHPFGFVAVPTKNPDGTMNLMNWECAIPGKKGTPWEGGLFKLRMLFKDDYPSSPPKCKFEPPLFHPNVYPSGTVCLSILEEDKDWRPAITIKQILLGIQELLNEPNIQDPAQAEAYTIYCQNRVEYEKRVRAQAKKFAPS
MEKK3 PB1 HTS: raises or lowers MEK5 binding to the human MEKK3 PB1 domain; actives 1.4% (n = 290,000); Q99759; bead-based flow cytometry, Alexa488-MEK5 binding to MEKK3; actives lie on both sides; 0 = blocked by unlabeled MEK5, 100 = vehicle; binding response (% of control), % at 10 µM;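 active = binding response more than 3 SD above or below the average of its plate-row segment, actives on both sides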;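 also: Alexa488 bead fluorescence after subtracting the streptavidin-only scavenger bead signal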
Target sequence (Q99759 whole entry, looked up, the tested form may be a part): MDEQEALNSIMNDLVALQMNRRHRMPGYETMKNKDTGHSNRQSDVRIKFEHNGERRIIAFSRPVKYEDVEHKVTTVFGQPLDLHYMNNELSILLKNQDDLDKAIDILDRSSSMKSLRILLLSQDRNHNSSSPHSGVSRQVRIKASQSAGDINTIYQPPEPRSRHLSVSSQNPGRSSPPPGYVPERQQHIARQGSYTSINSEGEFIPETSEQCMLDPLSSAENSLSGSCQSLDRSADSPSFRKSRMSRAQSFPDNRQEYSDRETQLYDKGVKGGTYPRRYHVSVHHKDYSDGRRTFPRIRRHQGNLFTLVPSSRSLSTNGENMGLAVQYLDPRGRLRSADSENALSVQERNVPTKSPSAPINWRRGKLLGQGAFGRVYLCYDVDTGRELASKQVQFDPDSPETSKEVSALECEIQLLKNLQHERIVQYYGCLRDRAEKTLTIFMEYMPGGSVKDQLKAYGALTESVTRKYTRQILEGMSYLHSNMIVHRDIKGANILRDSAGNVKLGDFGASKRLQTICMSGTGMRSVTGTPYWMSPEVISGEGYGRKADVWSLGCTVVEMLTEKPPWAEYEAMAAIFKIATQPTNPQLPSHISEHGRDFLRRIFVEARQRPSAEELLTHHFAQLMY
pCIP destab: lowers stability of the mouse p/CIP coactivator protein; Q05BA5; F442A p/CIP-EGFP cells, EGFP fluorescence, 16 h; decrease of EGFP signal, % at 10 µM; actives 0.01% (n = 290,000);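 active = EGFP signal decrease of at least 30% at 10 µM or well 3 SD below plate mean, unless failing retest; inactive = the rest, including hits failing retest or dose response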; also: some compounds called inactive have numbers as strong as hits; many of its hits are not listed in these tables
PfM18AAP inh: PfM18AAP enzyme inhibition | recombinant PfM18AAP, H-Glu-NHMec fluorogenic cleavage | inhibition, % at 7.35 µM | actives 1.2% (n = 290,000) | AID 1822;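 active = inhibition above the campaign mean inhibition over all tested compounds plus 3 SD, cut at about 28% in these data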;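 also: 0% = plate median of test compound wells and 100% = 2 mM ZnCl2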
MEKK2wt PB1 HTS: raises or lowers MEK5 binding to wildtype human MEKK2 PB1 domain; binding response (% of control), % at 10 µM; bead flow cytometry, Alexa488-MEK5 binding to MEKK2 WT; actives lie on both sides; actives 1.1% (n = 290,000); in the data active = binding response below about 67% or above about 130%
MEKK2 mut-MEK5: signal of MEK5 binding to mutant human MEKK2 PB1 domain | bead flow cytometry, Alexa488-MEK5 binding to MEKK2 mutant | percent response, % at 10 µM | actives 0.35% (n = 290,000); in the data active = percent response above about 24%, passing the limit was not always enough; also: inactives centre near 1; some results filed as inactive read as strong as hits; reference of the scale not given here
IDE cell activ: activators of human insulin-degrading enzyme in cells. P14735. HEK cells, FAbeta-B cleavage, fluorescence polarization; 0% vehicle, 100% cell-free pure enzyme wells. activation, % at 5.96 µM. actives 0.073% (n = 340,000). AID 493087;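 active = activation above the mean of all tested compounds plus 3 SD, set per screening campaign, cut at about 17% in these data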
* hit, by the source's call; . = no result given. Only part of the results is shown; rates above refer to the full screens.

SMILES	NALP1 inh	IDE inh	UBC9 SUMO inh	MEKK3 PB1 HTS	pCIP destab	PfM18AAP inh	MEKK2wt PB1 HTS	MEKK2 mut-MEK5	IDE cell activ
C=CCN(c1ccccc1C(=O)NCC(=O)O)S(=O)(=O)c1ccccc1C	8	-1	11	104	-11	1	100	1	1
O=C1CSC(=O)N1CC(O)COc1ccc(Cl)cc1 (stereo unspecified)	1	2	-2	102	4	-4	100	1	1
Cc1ccc(S(=O)(=O)c2nc(-c3ccco3)oc2SC(C)C)cc1	12	-2	22	108	-14	2	107	4	-3
COc1ccc(/C=N/NC(=O)c2ccc3ccccc3c2)cc1OS(=O)(=O)c1ccc(NC(C)=O)cc1	-12	13	-12	101	-6	-3	101	0	-4
COc1ccc(C(C)(C)C)cc1NC(=O)COC(=O)c1ncc(Cl)c(Cl)c1Cl	43	1	-20	103	-5	-3	103	2	-1
CCOC(=O)N1CCN(S(=O)(=O)c2cc(Cl)ccc2Cl)CC1	-11	-5	-60	100	8	-10	95	-18	-1
CC(=O)N1c2ccc(S(=O)(=O)NCCC(=O)Nc3ccc(F)cc3C)cc2CC1C (stereo unspecified)	-12	2	26	98	-16	-6	96	0	-4
CCc1nc(SCC(=O)N2CCN(C(=O)c3ccco3)CC2)c2c3c(sc2n1)CCCC3	20	0	20	102	-11	4	103	4	0
COc1ccc2[nH]c(=O)c(CN(Cc3ccc(C)cc3)Cc3nnnn3CC3CCCO3)cc2c1 (stereo unspecified)	1	6	2	103	-5	-5	101	4	4
O=c1c2ccccc2nnn1CSc1ccc2ccccc2n1	9	8	-9	98	-2	1	94	-1	-3
Oc1ccccc1N1CCN(c2ncnc3scc(-c4ccc(F)cc4)c23)CC1	25	7	-11	94	1	16	79	-8	-1
CC(C)CNC(=O)CCc1c[nH]c2ccccc12	18	5	-5	87	-3	-10	90	-7	-2
CC1(C)C2CCC(C2)C1(C)NC(=O)CN1CCCC1 (stereo unspecified)	2	0	10	104	-6	2	103	1	0
Nn1c(SCC(=O)Nc2ccc3c(c2)OCCO3)nnc1-c1ccncc1	9	0	6	98	5	5	99	-4	9
COc1ccc(Cl)cc1S(=O)(=O)Nc1ccc(Cl)cn1	3	0	4	112	-4	3	108	12	-1
N=C1/C(=C\c2ccc(OC(=O)c3ccccc3Cl)cc2)C(=O)N=C2SC(N3CCOCC3)=NN12	-17	6	20	100	-5	8	98	1	-13
CC1(c2nnc(-c3cccc(Cl)c3)o2)CC(c2ccc(Cl)cc2)=NO1 (stereo unspecified)	.	3	.	103	.	.	96	-1	1
COc1ccccc1NC(=O)C(C)N(C)CCOc1ccccc1 (stereo unspecified)	25	-2	3	100	-27	-3	100	-8	3
O=C(Nc1nccs1)C1CCN(S(=O)(=O)c2cnc[nH]2)CC1	-1	6	-10	106	5	1	109	11	3
CCOc1cc(CNS(=O)(=O)c2ccc3c(c2)CC(=O)N3C)cc(OCC)c1OCC	-3	8	0	100	-7	3	99	5	-3
Cc1ccccc1NC(=O)C1CCN(C2=NS(=O)(=O)c3ccccc32)CC1	-10	0	-11	101	2	0	100	6	6
CCN(CC)CC(=O)Nc1ccc(/C(C)=N/NC2=NCCN2)cc1	8	3	6	106	-5	-4	102	-2	-3
CCCCn1c(=O)c(-c2ccccc2)c(O)c2ccccc21	4	-1	-4	131*	-16	2	129	5	1
Cc1ccc(-c2ccc(/C=C/C(=O)c3ccccc3)o2)cc1	.	-4	43	99	-10	-9	102	0	-5
COc1ccc(NC(=O)c2cccc(-n3c(C)ccc3C)c2)c(OC)c1	35	5	-1	99	1	3	95	-3	-7
CCCn1nc(C(=O)OCC(=O)Nc2cccc(S(N)(=O)=O)c2)c2ccccc2c1=O	7	-2	-8	107	18	-1	107	2	-1
CCOCCCNCc1ccc(OCC(=O)N2CCOCC2)c(OC)c1	-15	-3	17	97	-2	-1	92	-3	5
Cc1cc(N2CCOCC2)ncc1[N+](=O)[O-]	-6	-3	6	101	-6	4	101	4	7
O=C(Nc1ccc(Cl)cc1)c1csc(-c2ccccc2)n1	27	-9	2	105	5	-12	106	-6	6
Nc1[nH]n2c(=O)c3c(nc2c1N=Nc1ccc(Cl)cc1)CCCC3	8	4	-36	109	-11	-4	99	3	3
Cc1ccc(Nc2nc(N)c([N+](=O)[O-])c(NCCO)n2)cc1	-25	5	5	98	0	2	94	-24	.
O=C(Nc1ccccc1)Nc1nnc(Cc2ccccc2F)s1	27	-4	16	103	-1	2	101	6	2
COCCn1c(N)c(C#N)c2nc3ccccc3nc21	16	7	81*	92	0	8	98	0	-4
CCOc1cc(N2CCOCC2)c(OCC)cc1NC(=O)C(C)(C)C	7	-2	5	96	-26	4	96	0	2
CCOc1ccccc1OCCOc1cccc(C(F)(F)F)c1	17	-5	-15	98	-7	-13	103	4	3
Clc1ccc(-n2ncc3c(N4CCCCCC4)ncnc32)cc1	28	-3	5	100	-3	-3	100	6	-2
Cc1n[nH]c(C)c1-c1nc2ccccc2[nH]1	9	0	8	103	-20	-8	107	-1	3
O=C(Nc1ccccc1)N1CCC(n2c(=O)[nH]c3ccccc32)CC1	-8	1	4	104	-8	-8	102	7	6
COCCNC(=S)Nc1ccc2nsnc2c1	-7	-7	98	94	7	10	98	-2	-1
CCOC(=O)c1[nH]nc(-c2c(O)cc(C)cc2O)c1-c1csc(C)n1	16	1	16	99	-7	-3	100	1	7
CC(C)[C@H](NC(=O)[C@@H]1CSC2c3ccccc3C(=O)N21)C(=O)NC1CCCCC1 (stereo partly specified)	6	2	0	111	9	-1	102	1	3
COc1cccc(/C=N/Nc2ncnc(Cl)c2N)c1O	25	2	-79	99	0	27	96	-2	5
COc1ccc(/C=C2\SC(=O)N(CCC(=O)NC3CCS(=O)(=O)C3)C2=O)cc1 (stereo unspecified)	9	7	3	101	12	24	98	4	3
COc1cccc(-c2nnc(SCC(=O)Nc3cc(C)on3)o2)c1	2	-2	-1	95	-11	14	95	-5	-1
COc1ccc(NC(=S)N(CCCN2CCN(C)CC2)Cc2cccs2)cc1	30	5	13	95	-12	3	97	-2	6
C/C(=N\NC(N)=S)c1cccnc1	-3	4	9	96	-10	-1	101	4	7
CN(C)CCCNc1nc(N)c([N+](=O)[O-])c(NCc2ccccc2)n1	10	.	-2	104	8	3	108	1	4
CCOC(=O)C1C(=O)NC(N2CCN(c3ccccc3)CC2)=NC1c1ccco1 (stereo unspecified)	14	4	7	104	-18	-1	99	-3	1

Sorted by the number under PfM18AAP inh (smallest number first): 5 from the list above
SMILES	NALP1 inh	IDE inh	UBC9 SUMO inh	MEKK3 PB1 HTS	pCIP destab	PfM18AAP inh	MEKK2wt PB1 HTS	MEKK2 mut-MEK5	IDE cell activ
Cc1n[nH]c(C)c1-c1nc2ccccc2[nH]1	9	0	8	103	-20	-8	107	-1	3
C/C(=N\NC(N)=S)c1cccnc1	-3	4	9	96	-10	-1	101	4	7
COc1ccc(NC(=S)N(CCCN2CCN(C)CC2)Cc2cccs2)cc1	30	5	13	95	-12	3	97	-2	6
COCCNC(=S)Nc1ccc2nsnc2c1	-7	-7	98	94	7	10	98	-2	-1
COc1cccc(/C=N/Nc2ncnc(Cl)c2N)c1O	25	2	-79	99	0	27	96	-2	5

Continued:
SMILES	NALP1 inh	IDE inh	UBC9 SUMO inh	MEKK3 PB1 HTS	pCIP destab	PfM18AAP inh	MEKK2wt PB1 HTS	MEKK2 mut-MEK5	IDE cell activ
Clc1ccc(-c2nnc(-c3ccccc3)o2)c(Cl)c1	19	4	24	101	3	4	103	0	1
CC1=CS(=O)(=O)CC1Sc1nc2ccccc2[nH]1 (stereo unspecified)	29	1	6	107	-4	6	91	-2	6
C=CCn1c(N2CCN(c3ccc(OC)cc3)CC2)nc2c1c(=O)[nH]c(=O)n2C	1	10	-2	104	-10	2	103	3	-11
CCC(Sc1nnnn1C)C(=O)Nc1ccc(C(C)=O)cc1 (stereo unspecified)	4	-5	39	98	-8	1	93	-4	1
CCCCCn1c(C(Cc2ccccc2)NC(C)=O)nc2ccccc21 (stereo unspecified)	25	6	-12	101	4	1	103	4	3
COc1ccc(C(CNC(=O)c2cncc(Br)c2)N(C)C)cc1 (stereo unspecified)	0	-1	-9	101	-6	2	106	2	2
CCC(=O)N1CCc2cc(Br)cc(S(=O)(=O)CCC(=O)NCC3CCCO3)c21 (stereo unspecified)	9	3	-10	.	-2	2	.	.	-1
COc1cccc(Nc2c3c(nc4c(-c5ccccc5)c(C)nn24)CCC3)c1	30	-5	17	132*	-2	2	115	1	-1
Cc1nc2cc(NCc3ccccc3O)ccc2n1Cc1ccccc1	14	0	3	106	-8	3	93	-8	12
Cc1ccc2c(NC(=O)C3CC3)c(C)ccc2n1	1	.	6	101	-16	5	104	3	.
Cn1c(SCC(=O)NCc2ccco2)nnc1C1CCCC1	6	-1	3	100	-1	-2	103	0	6
CC(NS(=O)(=O)c1cccc(S(=O)(=O)c2ccccc2)c1)C(=O)O (stereo unspecified)	20	-5	-11	99	1	16	95	-1	2
O=C(Nc1nc(-c2ccc(F)c(F)c2)cs1)c1cnccn1	.	2	10	106	5	-6	108	6	4
COCC(=O)Nc1nnc(SCC(=O)N2CCCCC2)s1	-3	3	-7	101	12	-1	103	0	-1
CCCc1nn2c(=O)cc(COc3ccc(NC(=O)c4ccco4)cc3)nc2s1	4	2	12	99	-2	1	104	3	7
COCCOC(=O)C1=C(C)NC(=O)NC1/C=C/c1ccccc1 (stereo unspecified)	15	-1	-8	94	1	-1	92	-1	-2
O=C(Nc1ccc(Cl)cc1C(F)(F)F)c1ccc(Cl)cc1	13	0	-14	.	-10	-2	.	.	4
CCOC(=O)c1ccccc1NC(=O)CSc1nc2ccccc2o1	-2	6	13	98	-12	4	98	0	7
O=C(CSc1ccccc1C(=O)O)NC1CCCCCCC1	-4	4	11	101	3	3	99	4	0
COc1ccc(N(C2=NCCCS2)S(=O)(=O)c2ccc(C(C)(C)C)cc2)cc1	9	5	22	95	-4	-1	84	-10	8
COc1ccc(S(=O)(=O)/C(C#N)=C/Nc2ccc(NC(C)=O)cc2)cc1	17	.	0	98	6	-2	99	-5	2
O=C(c1ccc(S(=O)(=O)N2CCCCC2)cc1)N1CCN(CCN2C(=O)c3cccc4cccc(c34)C2=O)CC1	-8	-1	-10	103	-21	4	101	0	5
COc1ccc(NC(=O)c2c(-c3c(Cl)cccc3Cl)noc2C)cn1	6	6	-6	95	0	-1	90	-6	-4
COc1cc2c(cc1NC(=O)c1cc(-c3cccnc3)nc3ccc(C)cc13)oc1ccccc12	7	7	-11	98	5	-7	91	-2	1
O=C(Nc1ccc(F)cc1)C1CCC(N2C(=O)c3ccccc3C2=O)CC1 (stereo unspecified)	26	1	15	106	-10	0	104	5	2
CC(C)Nc1nnc(SCC(=O)/C=C2\N(C)c3ccccc3C2(C)C)s1	24	3	-1	101	-21	0	95	19	-1
CCOC1(OCC)N=C(N)C2(C#N)C(c3cccc(OC)c3OC)C12C#N (stereo unspecified)	12	-1	38	101	-2	0	97	1	1
Nc1ncc(Br)cc1N=Cc1ccccc1	33	8	23	117	0	-2	98	-1	5
Oc1c(C(c2cccs2)N2CCN(c3ccc(F)cc3)CC2)sc2ncnn12 (stereo unspecified)	-6	5	4	106	-6	16	103	2	1
COCCCn1c(-c2cccs2)nc2nc3ccccc3nc21	.	3	10	102	0	4	99	-1	-1
COC(=O)c1[nH]c2ccc(C)cc2c1NC(=O)Nc1ccc(OC)cc1	16	-1	9	102	6	7	103	3	0
